Bioassay records from PubChem.
GPR35 antagonists: GPR35 antagonists blocking zaprinast-driven arrestin recruitment, primary screen, imaging, U2OS, beta-arrestin-GFP, zaprinast agonist (AID 2058); one-dose inhibition, % at 10 µM; IC50 in µM for titrated hits; 0.052% of 290,000 active; G-protein coupled receptor 35 (Homo sapiens); U2OS GPR35 beta-arrestin-GFP translocation imaging, zaprinast antagonism; higher % means a stronger effect;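 active = inhibition of at least 50% with at least 30 cells and total cytoplasm GFP at most 10,000,000; inconclusive = under 30 cells or total GFP of 10,000,000 plus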
NTR1 agonist: agonists of NTR1, primary screen, imaging, U2OS cells, beta-arrestin-GFP, high content (AID 493036); activation, % at 20 µM; 0.17% of 330,000 active; NTR1-U2OS beta-arrestin-GFP spot imaging, agonist mode; Neurotensin receptor type 1 (Homo sapiens), P30989;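 active = activation at or above 40% of the spot to cytoplasm intensity ratio, with at least 20 cells analyzed; inconclusive = wells under 20 cells, flagged as cytotoxic or low count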;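 note: 0% = DMSO without peptide and 100% = 100 nM NTR1 peptide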
Target sequence (P30989 whole entry, looked up): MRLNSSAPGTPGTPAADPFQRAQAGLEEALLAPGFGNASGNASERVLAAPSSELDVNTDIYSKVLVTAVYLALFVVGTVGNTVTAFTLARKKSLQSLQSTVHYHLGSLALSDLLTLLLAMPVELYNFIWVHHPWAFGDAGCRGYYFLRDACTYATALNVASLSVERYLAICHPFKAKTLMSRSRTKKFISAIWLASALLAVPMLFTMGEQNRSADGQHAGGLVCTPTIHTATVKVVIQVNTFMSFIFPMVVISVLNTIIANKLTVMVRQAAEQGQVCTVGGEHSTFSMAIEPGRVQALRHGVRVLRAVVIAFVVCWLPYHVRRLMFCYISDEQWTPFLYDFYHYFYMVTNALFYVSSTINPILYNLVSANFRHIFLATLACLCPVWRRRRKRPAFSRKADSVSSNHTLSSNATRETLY
GPR55 antagonists: GPR55 antagonists blocking LPI-driven arrestin recruitment, primary screen, imaging, U2OS, beta-arrestin-GFP, LPI agonist (AID 2013); inhibition, % at 10 µM; hits with a dose series show IC50 in µM; 0.13% of 290,000 active; G-protein coupled receptor 55 (Homo sapiens); U2OS GPR55 beta-arrestin-GFP translocation imaging, LPI antagonism; higher % means a stronger effect;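 active = spots per cell inhibited over 60%, with over 100 cells counted and total cytoplasm intensity under 500,000; inconclusive = wells with under 100 cells, flagged as likely toxic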;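 note: U2OS cells stably carrying GPR55 and arrestin-GFP stimulated by 5 µM LPI near EC80; imaged beta-arrestin-GFP aggregate spots per cell after agonist stimulation; plate controls were LPI-stimulated DMSO wells for no effect and DMSO wells without LPI for full effect; some results filed as inactive read as strong as hits; confirmed hits need IC50 under 10 µM and bright autofluorescent wells are also inconclusive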
West Nile antiviral: West Nile virus antiviral activity, cell-based, CPE readout (AID 1621); West Nile virus-infected cells, CPE inhibition; higher % means a stronger effect; CPE inhibition, % at 10 µM, or IC50 in µM where a hit was titrated; 0.02% of 290,000 active; in the data active = a potency from the dose series; inconclusive = CPE inhibition mostly from about 3.7% at the one dose, without a potency; inactive = the rest, 99 in 100 with CPE inhibition below about 2.2%; note: strong numbers were not always called active
Salmonella PhoP GFP: inhibitors of PhoP regulon expression, primary screen, Salmonella Typhimurium, GFP reporter (AID 1863). S. Typhimurium PhoP-regulated promoter GFP reporter, 4 h; higher % means a stronger effect. one-dose inhibition, % at 50 µM; IC50 in µM for titrated hits. 0.16% of 300,000 active;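 active = inhibition over 29.93%, a cutoff 3 SD above the screen mean, later confirmed by dose response; inconclusive = inhibition over 29.93% but no dose response follow-up; inactive = inhibition at most 29.93% or unconfirmed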;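 note: 0% = low Mg2+ inducing control and 100% = high Mg2+ repressing control; strong numbers were not always called active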
KOR beta-arrestin-1: KOR agonists, beta-arrestin recruitment, primary screen, cell-based, luminescence, uHTS (AID 1777); 0.02% of 280,000 active; Kappa-type opioid receptor (Homo sapiens); activation, % at 10 µM; hits with a dose series show EC50 in µM; KOR beta-arrestin recruitment, luminescence; higher % means a stronger effect; in the data active = activation above about 50%, passing the limit was not always enough; note: a part of the inactive calls stands beside numbers as strong as those of hits
GPR55 beta-arrestin: GPR55 agonists via beta-arrestin recruitment, primary screen, imaging, U2OS cells, beta-arrestin-GFP redistribution (AID 1961) | G-protein coupled receptor 55 (Homo sapiens) | 0.048% of 290,000 active | one-dose activation, % at 10 µM; EC50 in µM for titrated hits | U2OS GPR55 beta-arrestin-GFP redistribution imaging; higher % means a stronger effect;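 active = activation above 40% with more than 50 cells counted in the well; inconclusive = wells holding fewer than 50 cells, flagged as toxic or sparse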;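 note: U2OS osteosarcoma cells stably expressing GPR55 and beta-arrestin-GFP; plate controls were DMSO negative control for no effect and LPI positive control for full effect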
KOR beta-arrestin-2: KOR antagonists, beta-arrestin recruitment, cell-based, luminescence, uHTS (AID 1778); inhibition, % at 10 µM; hits with a dose series show IC50 in µM; KOR beta-arrestin recruitment, luminescence, antagonist mode; higher % means a stronger effect; Kappa-type opioid receptor (Homo sapiens); 0.091% of 290,000 active; in the data active = inhibition above about 50%; note: strong numbers were not always called active
T cell modulator: modulators of CD8 T cell-vesicle binding, primary screen, mouse 2C CD8+ T cells, flow cytometry; calls only at 7 µM; AID 2052, 2009; 0.068% of 330,000 active; 2C CD8+ T cell-vesicle binding; hits give low values;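 active = response, share of CD8 T cells binding vesicles, and their 90th percentile fluorescence all below set limits, cut at about 80% in these data, passing the limit was not always enough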
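material = purified 2C TCR transgenic mouse naive CD8+ T cells | controls = Unloaded micro-vesicles (low), QL9 vesicles with 0.7% DMSO (high) | detection = cytometric PE anti-B7-1 and Alexa647 anti-CD8 signals after 1% paraformaldehyde fixation | incubation = binding step 1.5 h, 37 °C, antibody labelling 20 min, ice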
T cell modulator vesicle-bound %: also measured in T cell modulator; calls as there; double positive events, %; measured here: CD8+ vesicle-bound cell fraction;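 binding gate set so that unloaded-vesicle control wells show 10% double positive cells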
NTR1 agonist cell count 20 µM: recorded beside NTR1 agonist, whose call it bears; cell count; measured here: cell count, cytotoxicity flag
Active calls of the source: *; i = inactive; ? = inconclusive; . = not tested or not shown; [ ] = dose if it differs, or a comment.

#1 CS(=O)(=O)N(CC(=O)NCc1ccc2c(c1)OCO2)c1ccc(Cl)cc1
#2 C=CCNC(=O)/C(=C/c1ccco1)NC(=O)c1ccc(Br)o1
#3 c1ccc(CSc2nnc([C@@H]3CCCN3)o2)cc1
#4 Cc1cc(C#N)c(C)c(SCc2[nH]nc3c2C(c2ccccc2)C(C#N)=C(N)O3)n1 (centres undefined)
#5 COc1ccccc1Oc1ccc(NC(=O)c2ccccc2C)cc1
#6 CC1=C(C)CC(C(=O)Nc2nc(-c3ccc(F)cc3)c(C)s2)C(C(=O)O)C1 (centres undefined)
#7 C=CCn1c(SCC(=O)Nc2ccc3c(c2)OCCO3)nnc1-c1ccccn1
#8 CCC(c1nnnn1Cc1ccco1)N(CCc1ccccc1)Cc1cc2cc(C)ccc2[nH]c1=O (centres undefined)
#9 CCOc1ccc(NS(=O)(=O)c2ccc3c(c2)n(C)c(=O)n3C)cc1
#10 CCNC(=S)Nc1cc(C)ccn1

Screen / compound no.	1	2	3	4	5	6	7	8	9	10
GPR35 antagonists	6%	-5%	6%	-9%	11%	9%	17%	0%	-13%	4%
NTR1 agonist	-1.5	4.4	0.7	19	-0.1	2.7	0.2	1.8	1.0	0.8
NTR1 agonist cell count 20 µM	81	95	86	92	97	46	80	54	52	53
GPR55 antagonists	15%	4%	23%	2%	6%	10%	6%	8%	1%	-3%
West Nile antiviral	.	-0.3%	0.9%	0.3%	0.3%	-0.2%	0.0%	1.1%	-1.4%	-0.2%
Salmonella PhoP GFP	10%	-3%	13%	2%	-5%	3%	4%	.	-5%	-6%
KOR beta-arrestin-1	3.8%	0.2%	-0.2%	2.4%	-4.8%	1.2%	2.3%	13%	-2.4%	-1.0%
GPR55 beta-arrestin	0.3%	-0.3%	0.7%	-0.3%	-0.3%	-0.4%	-0.2%	-0.2%	0.4%	0.5%
KOR beta-arrestin-2	3%	21%	16%	-23%	-19%	28%	-2%	-14%	2%	29%
T cell modulator	i	i	i	i	i	i	i	i	i	i
T cell modulator vesicle-bound %	28	10	48	37	50	44	45	50	20	36

#11 O=C(c1ccc(CS(=O)(=O)Cc2ccccc2)cc1)N1CCCCC1
#12 O=C(/C=C1\NC2(CCCC2)Cc2ccccc21)N1CCOCC1
#13 COc1cc(NC(=O)COC(=O)c2ccc(S(=O)(=O)N3CC(C)CC(C)C3)cc2)c(C)cc1[N+](=O)[O-] (centres undefined)
#14 O=C(Nc1c(F)cccc1F)C1CCN(C(=O)c2cccs2)CC1
#15 CCOC(=O)c1c(NC(=O)N/N=C/c2ccccc2OCC)sc(C(C)=O)c1C
#16 CSc1nc(C)c(C(=O)C[n+]2ccccc2)cc1C#N
#17 Cc1ccc(S(=O)(=O)N2CCCCCC2)cc1C(=O)NCc1ccccn1
#18 Nc1nc(SCCO)[nH]c(=O)c1NC(=O)c1ccccc1F
#19 Cc1nc(C)n(C(C)CNC(=O)c2cccc(Br)c2)n1 (centres undefined)
#20 COc1ccc(C=O)cc1Cn1c(C)cc(C)c(C#N)c1=O

Screen / compound no.	11	12	13	14	15	16	17	18	19	20
GPR35 antagonists	-18%	-5%	0%	-2%	-1%	-7%	-14%	5%	12%	4%
NTR1 agonist	0.3	4.1	2.4	0.2	.	-1.4	-0.6	-2.1	0.4	1.7
NTR1 agonist cell count 20 µM	60	49	63	47	.	65	57	79	59	56
GPR55 antagonists	13%	3%	10%	-11%	10%	5%	4%	9%	3%	2%
West Nile antiviral	-0.7%	-0.6%	-0.5%	-0.2%	-0.2%	-1.2%	-0.4%	0.4%	0.5%	0.4%
Salmonella PhoP GFP	-4%	-5%	-6%	7%	18%	17%	-3%	6%	-4%	-4%
KOR beta-arrestin-1	4.5%	-4.0%	14%	-4.5%	7.7%	3.2%	-2.8%	-6.2%	-2.4%	-2.2%
GPR55 beta-arrestin	-0.1%	0.2%	0.2%	0.6%	0.5%	0.6%	0.1%	0.4%	-0.1%	0.2%
KOR beta-arrestin-2	-27%	-34%	23%	4%	-2%	11%	-19%	-4%	-18%[20 µM]	-14%
T cell modulator	i	i	i	i	.	i	i	i	i	i
T cell modulator vesicle-bound %	64	42	24	16	.	28	42	52	56	15

#21 COc1ccc(C)cc1N(CC(=O)N/N=C/c1ccccc1C(=O)O)S(=O)(=O)c1ccccc1
#22 Cc1c(-c2cc[n+]([O-])cc2)oc2ccc(Br)cc2c1=O
#23 CN(C)/C=C1\C(=O)N(c2ccc(Cl)cc2)CS1(=O)=O
#24 O=C(NCC1CCCO1)c1cc(-c2ccccc2F)no1 (centres undefined)
#25 COc1ccc(N2CCN(C(=O)C3CCN(C(=O)c4ccc([N+](=O)[O-])cc4)CC3)CC2)cc1
#26 OC(CN1C2=NCCN2c2ccccc21)c1ccc2c(c1)OCO2 (centres undefined)
#27 CCC/C=C(\CCC)C(NC(=O)c1ccc(C(=O)OC)cc1)c1ccc(C(=O)OC)cc1 (centres undefined)
#28 CC(=O)c1cc(-c2ccccc2)n(CCC(=O)NC2CCC(C)CC2)c1C (centres undefined)
#29 COc1ccc(-c2nc3ccccc3n2OCC(=O)O)cc1
#30 COC(=O)c1c(-c2ccsc2)oc2ccc(-c3cc(OC)c(OC)c(OC)c3)cc12

Screen / compound no.	21	22	23	24	25	26	27	28	29	30
GPR35 antagonists	-5%	4%	-1%	13%	-8%	11%	.	-1%	-4%	.
NTR1 agonist	0.7	-1.1	-3.2	0.9	-0.6	5.1	0.1	0.5	0.7	1.4
NTR1 agonist cell count 20 µM	88	60	96	71	61	41	87	40	33	94
GPR55 antagonists	3%	-6%	-1%	18%	-6%	16%	.	-4%	-16%	.
West Nile antiviral	.	-0.4%	0.0%	-0.3%	0.3%	?	-0.3%	-1.6%	0.5%	2.7%
Salmonella PhoP GFP	5%	-12%	13%	-2%	-1%	15%	-7%	21%	-6%	-10%
KOR beta-arrestin-1	-1.3%	-0.7%	-0.9%	2.7%	-0.2%	3.7%	.	7.3%	-4.7%	.
GPR55 beta-arrestin	0.0%	0.4%	-0.1%	-0.2%	0.2%	-0.2%	.	-0.3%	1.1%	.
KOR beta-arrestin-2	12%	-10%	26%	-28%	-10%	18%	.	2%	-16%	.
T cell modulator	i	i	i	i	i	i	i	i	i	i
T cell modulator vesicle-bound %	47	24	29	9	4	38	17	8	51	28

Four records drawn at random from the list so far, as already listed:
#26 OC(CN1C2=NCCN2c2ccccc21)c1ccc2c(c1)OCO2 (centres undefined)
#28 CC(=O)c1cc(-c2ccccc2)n(CCC(=O)NC2CCC(C)CC2)c1C (centres undefined)
#22 Cc1c(-c2cc[n+]([O-])cc2)oc2ccc(Br)cc2c1=O
#21 COc1ccc(C)cc1N(CC(=O)N/N=C/c1ccccc1C(=O)O)S(=O)(=O)c1ccccc1

Screen / compound no.	26	28	22	21
GPR35 antagonists	11%	-1%	4%	-5%
NTR1 agonist	5.1	0.5	-1.1	0.7
NTR1 agonist cell count 20 µM	41	40	60	88
GPR55 antagonists	16%	-4%	-6%	3%
West Nile antiviral	?	-1.6%	-0.4%	.
Salmonella PhoP GFP	15%	21%	-12%	5%
KOR beta-arrestin-1	3.7%	7.3%	-0.7%	-1.3%
GPR55 beta-arrestin	-0.2%	-0.3%	0.4%	0.0%
KOR beta-arrestin-2	18%	2%	-10%	12%
T cell modulator	i	i	i	i
T cell modulator vesicle-bound %	38	8	24	47

Continued:
#31 CCn1cc(C(=S)N2CCC(C(N)=O)CC2)c2ccccc21
#32 Cc1cc(N/C=C/C(=O)c2cccc3ccccc23)no1
#33 COc1ccc(C2c3c(ncn(CCN4CCOCC4)c3=N)Oc3ccc4ccccc4c32)cc1OC (centres undefined)
#34 CCOc1cc(N2CCOCC2)c(OCC)cc1NC(=O)COc1cccc2cccnc12
#35 O=C(O)C(Oc1ccc2c(-c3ccccc3)cc(=O)oc2c1)c1ccccc1 (centres undefined)
#36 Cc1cc2ncn(/N=C/c3cccnc3)c2cc1C
#37 Cc1cc(NC(=O)c2ccc(F)cc2)n(CCOC(=O)c2ccc(F)cc2)n1
#38 COc1cc(CC(=O)Nc2cc(S(C)(=O)=O)ccc2Cl)cc(OC)c1OC
#39 CCCCOc1ccc(N(CC(=O)NCCOC)C(=O)CCC(=O)Nc2ccccn2)cc1
#40 CC(=O)N1N=C(c2ccccc2)CC1c1ccc2c(c1)OCO2 (centres undefined)
#41 CC1CCN(c2ccc(C(=O)NCCc3ccccc3)cn2)CC1
#42 Cc1ccc(S(=O)(=O)NCC(=O)NCC(=O)N2CCC(C)CC2)cc1
#43 COc1ccc2nc(C)cc(SCC(=O)OC(C)C)c2c1

Screen / compound no.	31	32	33	34	35	36	37	38	39	40	41	42	43
GPR35 antagonists	9%	-6%	3%	12%	-4%	9%	-3%	0%	1%	9%	-11%	-8%	10%
NTR1 agonist	0.7	0.0	2.7	4.3	6.8	-4.3	3.2	0.4	0.7	0.7	4.7	0.9	1.6
NTR1 agonist cell count 20 µM	72	49	60	47	59	70	69	46	70	75	55	78	45
GPR55 antagonists	10%	-7%	0%	7%	6%	11%	-2%	6%	-3%	6%	8%	14%	-13%
West Nile antiviral	1.2%	0.1%	-1.7%	?	0.1%	1.2%	-1.0%	-0.7%	-0.8%	0.0%	-1.0%	0.0%	-0.4%
Salmonella PhoP GFP	-1%	5%	3%	-2%	-10%	2%	-10%	6%	-4%	-9%	-11%	1%	10%
KOR beta-arrestin-1	-2.3%	6.5%	0.0%	-1.0%	-1.4%	6.7%	-6.2%	3.2%	3.4%	0.0%	.	-0.1%	.
GPR55 beta-arrestin	0.4%	0.6%	-0.1%	0.0%	-0.1%	-0.3%	-0.2%	-0.4%	0.3%	0.2%	0.1%	-0.2%	0.2%
KOR beta-arrestin-2	21%	18%	8%	13%	14%	-34%	20%	-37%	-21%[20 µM]	-28%	-6%	-23%[20 µM]	-2%[20 µM]
T cell modulator	i	i	i	i	i	i	i	i	i	i	i	i	i
T cell modulator vesicle-bound %	40	46	11	41	34	59	9	40	57	33	36	44	41

An unsorted share of the library; overall some 0.62% were active at least once.
